# Assay outcomes: PubChem, several laboratories
# RORa activator – activators of orphan receptor RORA, primary screen, cell-based, luminescence | Nuclear receptor ROR-alpha (Homo sapiens), P35398 | CHO-K1 Gal4-RORA LBD luciferase reporter; percent increase over mock-subtracted basal signal | activation, % at 10 µM | actives 1.5% (n = 65,000) | AID 560, 2006;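 active = activation above the mean of all tested compounds plus 3 SD, cut at about 49% in these data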;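 also: 0% = DMSO-treated RORA cells and 100% = added signal equal to DMSO minus mock-transfected cells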
# tolC growth inh – growth inhibitors of E. coli tolC mutant, primary screen, strain BW25113 ΔtolC::kan, 384-well. OD615. growth inhibition, % at 10 µM (by protocol). actives 2.2% (n = 65,000);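 active = growth inhibition at or above a cutoff equal to the mean over every tested compound plus 3 SD, cut at about 60% in these data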;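 also: growth measured after 20 h incubation at 37 °C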
#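 Doses: one dose of 10 µM final / Material: E. coli BW25113 ΔtolC::kan, tolC deletion mutant strain / Buffer or medium: LB with kanamycin 50 µg/mL / Evaluation: percent growth inhibition / Detection: optical density read at 615 nm / Incubation: 37 °C, 20 h exposure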
# HTR1E antagonist – 5-HT1E receptor antagonists, primary screen, cell-based, HTS; 5-hydroxytryptamine receptor 1E (Homo sapiens), P28566; CHO 5-HT1E Ga15 NFAT-bla reporter, FRET, antagonist; inhibition, % at 6 µM; actives 0.99% (n = 65,000); AID 571, 2007;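 active = inhibition above a set limit, the mean inhibition across every tested compound plus 3 SD, cut at about 29% in these data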;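 also: signal is the 460 over 535 nm emission ratio of beta-lactamase substrate; 0% = agonist plus DMSO wells and 100% = wells without agonist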
# SF1 activator – activators of human SF-1, primary screen, cell-based, CHO-K1, Gal4-SF-1 LBD, luciferase luminescence; Steroidogenic factor 1 (Homo sapiens), Q13285; CHO-K1 Gal4-SF-1 LBD luciferase reporter; % increase over DMSO SF-1-specific signal; activation, % at 10 µM; actives 1.9% (n = 65,000);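 active = activation above the mean activation of all tested compounds plus 3 SD, cut at about 50% in these data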
# Target sequence (Q13285 whole entry, looked up, the tested form may be a part): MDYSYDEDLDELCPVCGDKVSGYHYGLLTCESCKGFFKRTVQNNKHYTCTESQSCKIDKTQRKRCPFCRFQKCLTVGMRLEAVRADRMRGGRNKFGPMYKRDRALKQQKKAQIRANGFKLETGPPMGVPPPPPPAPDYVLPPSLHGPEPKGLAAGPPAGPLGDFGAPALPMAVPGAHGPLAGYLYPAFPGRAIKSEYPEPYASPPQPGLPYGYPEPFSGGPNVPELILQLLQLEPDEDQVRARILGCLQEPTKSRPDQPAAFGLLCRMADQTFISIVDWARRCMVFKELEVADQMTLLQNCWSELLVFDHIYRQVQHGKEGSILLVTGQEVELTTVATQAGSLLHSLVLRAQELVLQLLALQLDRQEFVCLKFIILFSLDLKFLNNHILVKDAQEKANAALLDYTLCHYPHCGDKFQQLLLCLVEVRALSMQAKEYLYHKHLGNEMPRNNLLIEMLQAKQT
#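 Assay system: CHO-K1 cells co-transfected with Gal4 DBD–human SF-1 LBD, 5xGal4 luciferase reporter / Input: 4,000 cells per well / Incubation: 20 h compound exposure at 37 °C after 1 h cell settling / Detection: SteadyLite luciferase luminescence / Control set: DMSO negative control and −SF1 background wells / Replication: one test per compound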
# S1P3 agonist – human S1P3 receptor agonists, primary screen, cell-based, primary and confirmation, NFAT-BLA reporter; S1P3 NFAT-BLA reporter cells, agonism, FRET ratio; relative to 1 µM S1P, basal subtracted; AID 373, 2006; activation, % at 4.5 µM; Sphingosine 1-phosphate receptor 3 (Homo sapiens), Q99500; actives 0.1% (n = 60,000);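 active = activation above the screen-wide mean plus 3 SD, cut at about 4.5% in these data, passing the limit was not always enough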; also: some compounds called inactive have numbers as strong as hits
#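 material = human S1P3 NFAT-BLA reporter CHO cells | schedule = 4 h compound at 37 °C, 2 h substrate at RT | measured by = fluorescent BLA substrate, ex 405 nm, em 460/535 nm ratio | controls = 1 µM S1P reference | replication = primary once, confirmation triplicate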
# 5HT1a antag – human 5-HT1a receptor antagonists, primary screen, cell-based, CHO, Ga15 NFAT-bla reporter | 5-hydroxytryptamine receptor 1A (Homo sapiens), P08908 | CHO 5-HT1a Ga15 NFAT-bla reporter, antagonist mode | inhibition, % at 10 µM | actives 0.68% (n = 62,000) | AID 612, 2007;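 active = inhibition above the mean of all tested compounds plus 3 SD, cut at about 43% in these data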;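 also: receptor stimulated by 5-CT agonist at 100 nM near EC80; beta-lactamase reporter measured by ratiometric fluorescence of a cleavable substrate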
# S1P1 ag-PAM – S1P1 agonists and agonism potentiators, primary screen, cell-based, primary and confirmation screens, CRE-bla reporter; AID 449, 2006; Sphingosine 1-phosphate receptor 1 (Homo sapiens), P21453; S1P1 CRE-bla cells, forskolin, beta-lactamase FRET, potentiator mode; S1P1 agonist co-added at EC20, 2 nM; 100% = saturating reference agonist, 0% = basal; actives 0.57% (n = 56,000); activation, % at 9.5 µM;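 active = activation above a cutoff set at the mean activation of all tested compounds plus 3 SD, cut at about 54% in these data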;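 also: forskolin at 4 µM as EC80 and the EC20 agonist is SEW2871; 100% = SEW2871 at its EC100 plus forskolin at EC80; some compounds past the cut are filed as inactive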
# Target sequence (P21453 whole entry, looked up): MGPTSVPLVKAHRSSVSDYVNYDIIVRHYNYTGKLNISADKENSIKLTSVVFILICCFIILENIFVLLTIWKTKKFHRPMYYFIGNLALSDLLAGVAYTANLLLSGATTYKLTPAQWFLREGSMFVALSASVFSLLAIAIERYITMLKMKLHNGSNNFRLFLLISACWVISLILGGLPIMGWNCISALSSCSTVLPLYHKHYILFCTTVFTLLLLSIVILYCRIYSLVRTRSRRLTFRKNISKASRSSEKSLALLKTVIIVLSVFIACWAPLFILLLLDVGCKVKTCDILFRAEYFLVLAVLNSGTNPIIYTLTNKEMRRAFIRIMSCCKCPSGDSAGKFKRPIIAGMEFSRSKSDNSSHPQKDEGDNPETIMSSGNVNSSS
# AP complement – alternative complement pathway inhibitors, primary screen, biochemical, ELISA, human serum, orthogonally pooled compounds; LPS-coated ELISA, C3 deposition; tested in compound mixtures; inhibition, % at 5 µM; actives 0.08% (n = 62,000);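 active = inhibition above 30% in each of the two pooled mixtures holding the compound, so the lower value exceeds 30%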;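 also: 0% = serum in Mg-EGTA without compound and 100% = EDTA serum blank; some compounds past the cut are filed as inactive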
#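 Test system: human serum alternative complement pathway, C3 deposition on LPS-coated wells; also added: Plate-bound LPS; doses: 5 µM per compound in ten-compound mixtures; schedule: 1 h at 37 °C; detection: Anti-C3 ELISA, OD 450 nm; evaluation: percent inhibition of C3 deposition onto LPS; repeats: two pool placements per compound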
# 5HT1E ag – 5-HT1E receptor agonists, primary screen, cell-based, HTS | CHO 5-HT1E Ga15 NFAT-bla reporter, FRET; 0% DMSO wells, 100% control agonist wells | 5-hydroxytryptamine receptor 1E (Homo sapiens), P28566 | activation, % at 6 µM | actives 0.69% (n = 65,000);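 active = activation above a set limit, the screen-wide mean activation plus 3 SD, cut at about 8.5% in these data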;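 also: 100% = positive control agonist at 1 µM giving full maximal response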
# Starred values were filed as active, the others as inactive; x = not tested or not shown. Random draw from the library (roughly 7.1% active in at least one column).
SMILES,RORa activator,tolC growth inh,HTR1E antagonist,SF1 activator,S1P3 agonist,5HT1a antag,S1P1 ag-PAM,AP complement,5HT1E ag
O=C(NCc1nc(-c2ccccc2)no1)c1cccs1,3.5,2.5,3.2,5.0,-1.0,15.9,-13.1,11.6,0.4
N#Cc1nc(Cc2ccccc2)oc1N1CCC(C(N)=O)CC1,12.1,-12.7,8.2,19.1,1.4,-0.2,-9.2,-5.3,-0.1
Cc1nn(-c2ccccc2)c2c1C1(C(=O)N(C(C)C)c3ccccc31)C(C#N)=C(N)O2 (centres undefined),15.5,-0.3,1.8,-16.3,-1.0,36.5,8.1,1.9,1.5
O=C(CSc1nnnn1-c1ccccc1)NC(=O)Nc1ccc2c(c1)OCCO2,52.5*,0.3,-11.6,71.8*,x,-1.1,x,18.5,-0.7
Cc1oc(-c2ccccc2)nc1Cn1cccc1C1=NC(c2ccccc2)CO1 (centres undefined),0.9,26.5,4.2,-0.8,-0.6,31.6,103.5*,-4.1,-0.2
O=c1cc(N2CCN(c3cccc(Cl)c3)CC2)[nH]c(=O)n1C1CCCCC1,-65.1,-3.0,-5.8,-80.4,-1.0,-4.6,6.7,5.5,0.3
CCc1nc2ccccc2n1CC(=O)N1CCN(S(=O)(=O)c2cccc(C(F)(F)F)c2)CC1,-10.5,20.4,-3.0,18.8,-0.5,-7.9,-1.4,-0.9,1.4
COc1ccc(OC)c(C(C)NC(C)=O)c1 (centres undefined),-28.8,-8.5,-2.0,-3.4,-1.2,6.6,-32.5,10.4,-1.3
COc1cccc(OCC(O)CN2CCN(CCO)CC2)c1 (centres undefined),0.0,-3.5,12.4,3.3,-1.2,4.8,-11.2,1.1,-0.1
CCCC(=O)Nc1cc(-c2nn(C)c(=O)c3ccccc23)ccc1OC,-25.4,-5.5,11.3,4.3,-1.3,10.0,-16.8,2.0,-0.7
Cc1ccc(C)c(N(CC(=O)NCc2ccc3c(c2)OCO3)C(=O)CCC(=O)Nc2ccccn2)c1,10.4,7.5,17.3,38.8,-0.8,22.8,-12.4,-15.2,-1.1
N#CC1=C(N)SC2(CCCCC2)SC1c1ccccc1 (centres undefined),-4.0,2.4,7.2,9.4,-0.9,5.6,-6.3,10.7,-0.8
Cc1ccc(-n2ccnc2SCC(=O)N(CC(C)C)C2CCS(=O)(=O)C2)c(C)c1 (centres undefined),0.9,2.4,-2.6,-17.1,0.1,-1.0,-3.7,11.2,-0.1
CCCn1c(=O)c(C(=O)NCc2ccc(OC)c(OC)c2)c(O)c2ccccc21,22.1,33.2,1.3,-9.6,13.6,8.8,-52.7,-7.4,-1.9
O=S(=O)(c1ccc2ccccc2c1)N1CCCCC1,7.0,8.4,7.7,-21.4,0.3,-1.2,-6.4,5.1,2.5
CCOC(=O)c1cc2c(ccn2C)n1CC(=O)N1CCC(Cc2ccccc2)CC1,-4.8,30.1,6.1,-12.8,-0.8,12.7,3.8,19.2,-0.4
CCOC(=O)C1CCCN(c2c(NCCCN(C)c3ccccc3)c(=O)c2=O)C1 (centres undefined),-7.2,6.7,-3.4,-10.0,0.1,5.7,9.3,-0.3,-0.6
CCCCn1nnnc1NCc1cc(OC)c(OC)cc1OC,-25.8,-13.2,3.2,-17.9,0.9,1.4,-8.6,18.9,-0.5
O=C(Nc1ccc2c(c1)OCCO2)c1ccc(S(=O)(=O)N2CCCCC2)cc1,16.9,41.6,-6.6,13.7,-1.1,-1.1,-6.0,-5.7,-0.6
CON(C)c1nc(OCCNC(=O)COc2ccc(Cl)cc2C)nc(N(C)C)n1,-5.1,11.1,-11.0,12.7,-0.1,-13.3,-7.3,10.9,0.7
COc1ccc(-c2nc(CSCC(=O)N3CCN(c4cccc(C)c4)C(C)C3)c(C)o2)cc1OC (centres undefined),-4.2,23.7,-4.0,8.4,0.5,20.3,-20.3,0.4,4.2
COC(=O)c1ccccc1NC(=O)Cn1c(=O)oc2ccc(Cl)cc21,-6.2,10.2,-4.4,2.9,-0.5,-1.9,-5.4,23.4,0.3
CCOc1ccc(-c2noc(CCC(=O)NC)n2)cc1OCC,-3.4,-9.9,1.9,13.4,-0.4,-1.6,-26.1,-6.5,-0.2
C(=N\n1cnnc1)/c1cccnc1,-25.5,-15.0,4.8,2.4,-1.7,x,2.2,-6.5,-0.7
COc1ccccc1CCn1cnc2c3cc(C)ccc3n(C)c2c1=O,-2.7,6.8,-9.2,-2.1,-0.4,1.6,-22.9,20.4,0.1
COc1ccc(C)cc1S(=O)(=O)NC1CCCC1,-16.5,-1.3,4.2,-5.1,-0.6,-21.2,-6.1,9.9,-0.5
Cc1cc(C(C)(C)C)oc1C(=O)N1CCN(C(=O)c2oc(C(C)(C)C)cc2C)CC1,-0.7,-8.0,-4.3,-17.1,-0.9,-10.9,-2.5,14.2,0.4
CC1CCN(S(=O)(=O)c2ccc(S(=O)(=O)N3CCN4CCCC4C3)cc2)CC1 (centres undefined),-11.7,-12.4,-5.5,-2.8,0.1,-2.3,0.3,-6.9,-0.9
Cn1c(=O)[nH]c(=O)c2c1nc(NC1CCCCC1)n2CC(=O)NC1CCCCC1,-3.3,4.2,-4.8,-12.3,-1.8,5.3,13.9,6.2,1.1
COc1ccc2c(c1)Cc1sc(NC(=O)c3cccs3)nc1-2,-12.5,-16.4,-12.1,43.5,x,19.8,x,-3.4,-0.8
CC(=O)OC(C(=O)Nc1ccccc1)C(C)S(=O)(=O)c1ccccc1 (centres undefined),-19.6,6.6,-1.8,6.1,-0.2,-2.2,-2.5,7.3,0.0
COc1ccc(OC)c(CN(CCCN2CCOCC2)S(=O)(=O)c2ccc(NC(C)=O)cc2)c1,-7.7,-4.2,-2.6,14.9,1.2,-16.9,6.7,5.5,-0.5
Cc1cc(C(F)F)n2ncc(C(=O)N3CCc4ccccc4C3)c2n1,-12.7,3.2,-0.7,-1.3,-0.2,-2.7,-4.0,9.5,0.6
COC(=O)c1cc2oc(C)cc2n1CC(=O)N(C)c1ccccc1,-18.9,2.7,-4.5,-0.2,-1.0,-5.5,0.0,13.5,11.4*
CCc1ccc(N(CC(=O)O)S(=O)(=O)c2c(C)noc2C)cc1,-7.9,-4.0,8.8,-21.6,-2.3,5.4,9.0,19.4,-1.2
COC(=O)c1ccc(OCC2c3cc(OC)c(OC)cc3CCN2C(=O)c2ccco2)cc1 (centres undefined),-0.7,37.7,36.2*,24.7,x,23.1,x,12.4,0.2
COc1cc(C2NC(=O)NC(O)(C(F)(F)F)C2C(=O)c2cccs2)ccc1O (centres undefined),6.8,-7.9,-0.9,-4.7,-0.2,-12.8,-7.4,10.0,0.8
CCCCn1c(SCc2cc(=O)n3ccsc3n2)nc2cc(C(=O)OC)ccc2c1=O,-12.5,-1.0,0.8,6.8,0.2,-2.9,2.8,13.6,-0.3
Cc1cc(C)c(S(=O)(=O)NCc2cn3c(C)csc3n2)c(C)c1,1.4,2.7,-1.3,-4.3,-0.9,-11.0,-40.3,13.3,-0.2
Cc1cc(C)nc(SCc2nnc(SCC(=O)OC3CCCCC3)o2)n1,16.1,10.4,3.9,15.1,-1.2,0.9,1.3,-11.8,0.0
COc1ccc(NC(=O)N(Cc2cccnc2)Cc2ccccc2Cl)c(OC)c1,-5.4,17.1,5.6,3.1,-0.7,18.2,-0.9,8.2,0.0
CCCNS(=O)(=O)c1ccc(CCC(=O)NCc2ccc3c(c2)OCO3)cc1,-8.4,9.8,5.3,-8.2,-0.6,-1.0,-1.2,7.1,0.9
COc1cc(S(=O)(=O)N2CCCCCC2)ccc1Cl,-13.6,14.8,2.9,6.3,-1.2,0.6,x,7.8,-0.1
O=C(c1c(Cl)nc2sccn12)N1CCCc2ccccc21,12.7,-10.9,-1.0,4.7,x,5.8,x,13.3,0.2
O=C(Cn1nnc2ccccc21)NC1CCCCC1,-6.1,-15.0,-2.3,12.3,-0.5,-0.5,-33.1,-4.7,0.2
COc1cccc(-n2cnc3cccc(N)c32)c1,1.1,-6.3,-2.7,13.5,-1.4,-8.5,-1.0,-1.4,0.7
C(#Cc1ccccc1)CN1CCN(c2ccccn2)CC1,13.2,9.0,-9.0,7.0,x,2.4,x,2.8,0.1
CN(C)CCCOC(=O)c1ccc(Br)cc1,23.8,1.0,-2.8,-4.3,-1.5,2.7,-11.4,-8.4,-1.7
O=C1c2ccccc2C(O)N1c1ccc(Cl)cc1 (centres undefined),29.8,-17.2,7.8,-5.8,-0.1,1.0,-13.7,0.3,-1.4
O=C1CC(N(Cc2ccc3c(c2)OCO3)C(=O)Nc2ccc(F)cc2)C(=O)N1c1ccccc1 (centres undefined),2.4,8.3,-2.1,-6.1,-1.4,13.8,2.6,13.5,0.4
COCCn1c(=O)[nH]c2cc(C(=O)NCCCN3CCN(c4ccc(F)cc4)CC3)ccc2c1=O,8.7,2.8,5.2,-0.4,x,31.9,x,1.3,0.0
C1CCC(CNc2c3c(nc4nnnn24)CCCC3)CC1,-12.0,-14.9,4.5,16.1,x,-13.6,x,15.1,2.0

# Filtered by structure: the entries above containing a furan ring, fused or not
SMILES,RORa activator,tolC growth inh,HTR1E antagonist,SF1 activator,S1P3 agonist,5HT1a antag,S1P1 ag-PAM,AP complement,5HT1E ag
Cc1cc(C(C)(C)C)oc1C(=O)N1CCN(C(=O)c2oc(C(C)(C)C)cc2C)CC1,-0.7,-8.0,-4.3,-17.1,-0.9,-10.9,-2.5,14.2,0.4
COC(=O)c1cc2oc(C)cc2n1CC(=O)N(C)c1ccccc1,-18.9,2.7,-4.5,-0.2,-1.0,-5.5,0.0,13.5,11.4*
COC(=O)c1ccc(OCC2c3cc(OC)c(OC)cc3CCN2C(=O)c2ccco2)cc1 (centres undefined),-0.7,37.7,36.2*,24.7,x,23.1,x,12.4,0.2
